# ALDH1A1 inh = ALDH1A1 (human) enzyme inhibition; Purified ALDH1A1, NADH fluorescence, propionaldehyde substrate; Potency, µM (series often up to 75.3 µM), inactives show at the highest dose activity, negative = inhibition, hits mostly inhibitors; actives 7.3% (n = 220,000); AID 1030; active means well fitted inhibition curve with a large enough effect, not every such curve was filed as active; inconclusive means small, poorly fitted or top-dose-only effect, or another doubt; inactive means no such curve, though single readings can be large or run the other way;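 further: plate controls were no enzyme wells and a reference inhibitor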
# Target sequence (P00352 whole entry, looked up): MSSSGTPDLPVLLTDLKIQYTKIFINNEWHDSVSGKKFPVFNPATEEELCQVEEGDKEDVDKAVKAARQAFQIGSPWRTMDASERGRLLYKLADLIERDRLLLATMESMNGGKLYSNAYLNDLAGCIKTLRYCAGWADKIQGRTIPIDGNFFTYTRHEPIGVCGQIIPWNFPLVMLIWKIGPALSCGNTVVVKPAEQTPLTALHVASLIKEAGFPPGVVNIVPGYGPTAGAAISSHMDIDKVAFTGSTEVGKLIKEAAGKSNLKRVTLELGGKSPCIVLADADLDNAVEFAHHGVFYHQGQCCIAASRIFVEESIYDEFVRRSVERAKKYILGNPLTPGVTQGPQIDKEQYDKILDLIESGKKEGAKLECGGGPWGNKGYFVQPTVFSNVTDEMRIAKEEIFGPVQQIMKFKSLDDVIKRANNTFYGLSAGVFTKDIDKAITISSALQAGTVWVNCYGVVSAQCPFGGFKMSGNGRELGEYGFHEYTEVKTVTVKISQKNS
# HTT cytoprotect = protects HTT-Q103 PC12 cells, measured by ATP; Potency, µM (top dose mostly 56.4 µM), without a hit: cytoprotection (ATP increase), actives largely listed as activators; actives 0.14% (n = 230,000); PC12 HTT-Q103 induced, cytoprotection, ATP luminescence, 40 h;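 further: % of control where 0% means no effect; nearly all actives have a fitted effect of over 45% in size; toxic huntingtin expression switched on by the ecdysone agonist tebufenozide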
#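 Huntington model: PC12 line, ecdysone-inducible HTTQ103 exon1–GFP, tebufenozide 100 nM. Test articles in a dose series. Endpoint luminescence from cellular ATP.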
# SMN2 splice enh = SMN2 splice variant enhancement | HEK293 SMN2-luciferase splicing reporter, luminescence, 30-36 h | actives 2.8% (n = 210,000) | AID 1458 | Potency, µM (top dose mostly 46.1 µM), inactives show at the top dose activity change, positive = activation, hits mostly activators; further: % of control where 0% means no effect; nearly all actives have a fitted effect of over 55% in size
#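 qHTS luciferase splicing reporter: luminescence rises when SMN2 exon 7 is included in transfected HEK293 cells. Compound exposure lasted 30-36 h at 37C, with 4.5 mM final sodium butyrate as control, followed by a ONE-Glo read.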
# JMJD2E inh = blocks human JMJD2E demethylase activity. JMJD2E catalytic domain, FDH-coupled NADH fluorescence (FDH is formaldehyde dehydrogenase). Potency, µM (highest dose often 57.1 µM), for the others: at the top dose activity change, negative = inhibition, most hits filed as inhibitors. actives 1.6% (n = 230,000); active means well fitted inhibition curve with a large enough effect, not every such curve was filed as active; inconclusive means small, poorly fitted or top-dose-only effect, or another doubt; inactive means no such curve, though single readings can be large or run the other way;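 further: 0% = wells with enzyme and -100% = buffer wells without enzyme; nearly all actives have a fitted effect of over 50% in size; many of its hits are not listed in these tables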
# Target sequence (B2RXH2 1-337 limits assumed): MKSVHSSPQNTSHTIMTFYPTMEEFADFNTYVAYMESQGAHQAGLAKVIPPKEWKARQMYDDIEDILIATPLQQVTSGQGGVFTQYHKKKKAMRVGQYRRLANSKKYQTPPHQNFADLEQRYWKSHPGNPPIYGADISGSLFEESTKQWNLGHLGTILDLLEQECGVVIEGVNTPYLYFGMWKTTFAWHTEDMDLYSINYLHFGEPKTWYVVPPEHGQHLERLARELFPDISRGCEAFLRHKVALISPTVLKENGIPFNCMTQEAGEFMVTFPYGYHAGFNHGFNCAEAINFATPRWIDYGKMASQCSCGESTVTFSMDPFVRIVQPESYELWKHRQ
# HTT aggregate = mutant huntingtin aggregation inhibition | PC12 HttQ103-GFP aggregates, Acumen cytometry, 40 h | Potency, µM (titrated, usually from 46.1 µM), for the others: at the highest dose activity change, negative = inhibition, hits mostly inhibitors | actives 1.1% (n = 220,000) | AID 1688; further: on the % scale 0 is the no-effect control and ±100 the full control effect; nearly all actives have a fitted effect of over 60% in size
#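 Using laser scanning cytometry, GFP-positive aggregates were counted after lysis of PC12 cells induced with 100 nM tebufenozide to express HTT exon 1 Q103–GFP. Compounds were tested in titration.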
# Tau fibril ThT = tau fibrillization inhibition (ThT binding). P10636. recombinant tau K18 P301L, heparin-induced fibrillization, ThT fluorescence. Potency, µM (highest dose often 57.4 µM), for inactives: at the highest dose activity, negative = inhibition, actives largely listed as inhibitors. actives 2.1% (n = 270,000). AID 1460; further: on the % scale 0 is the no-effect control and ±100 the full control effect; nearly all actives have a fitted effect of over 55% in size
# Target sequence (P10636 561-689 P618L limits assumed): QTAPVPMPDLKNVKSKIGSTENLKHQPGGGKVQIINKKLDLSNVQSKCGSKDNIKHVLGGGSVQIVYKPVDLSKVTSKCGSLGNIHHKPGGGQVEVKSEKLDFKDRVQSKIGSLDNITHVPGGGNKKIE
#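 Tau K18 P301L fragment (15 uM unlabeled plus 0.24 uM Alexa 594-labeled) in 100 mM sodium acetate pH 7 with compound, fibrillization induced by 20 uM heparin for 6 hr at 37 C. Thioflavin T (30 uM) added, fluorescence read after 1 hr (ex 450, em 510 nm).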
# Tau fluor counter = counter-screen for tau fibril formation inhibitors; AID 1463; Potency, µM (titrated, usually from 57.7 µM), for the others: at the top dose activity change, negative = decrease; actives 0.93% (n = 280,000); tau K18 P301L (four-repeat tau fragment) Alexa594 fluorescence, heparin fibrillization; further: on the % scale 0 is the no-effect control and ±100 the full control effect; nearly all actives have a fitted effect of over 55% in size
#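 Human K18 P301L tau (15 uM unlabeled plus 0.24 uM Alexa 594-labeled, final) in 100 mM sodium acetate pH 7 was mixed with compound and 20 uM heparin and incubated 6 hr at 37 C.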
# Tau fibril FP = blocks human tau fibril formation measured by polarization; Potency, µM (doses to about 57.7 µM), inactives show at the top dose activity, negative = inhibition, most hits filed as inhibitors; actives 0.39% (n = 280,000); K18 P301L tau heparin fibrillization, Alexa594 FP, 6 h; further: on the % scale 0 is the no-effect control and ±100 the full control effect; nearly all actives have a fitted effect of over 55% in size
#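 Human K18 P301L fragment (15 uM unlabeled plus 0.24 uM Alexa 594-labeled) in 100 mM sodium acetate pH 7 with compound, aggregation induced by 20 uM heparin for 6 hr at 37 C. ThT (30 uM) added for 1 hr, then Alexa 594 FP read.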
# Active calls of the source: *; ? = inconclusive; · = not tested or not shown; [ ] = remark or other dose. Unless noted, the call rests on the fitted dose curve; in most records, active means well fitted curve in the direction sought with a large enough effect; inconclusive means small, poorly fitted or top-dose-only effect, or another doubt; inactive means no such curve, though single readings can be large; an effect the other way counts as inactive or inconclusive. Potency means the concentration at half of the fitted maximal effect. This is a subset; the hit share may differ from the screen's.
SMILES,ALDH1A1 inh,HTT cytoprotect,SMN2 splice enh,JMJD2E inh,HTT aggregate,Tau fibril ThT,Tau fluor counter,Tau fibril FP
O=C(Cc1coc2cc3c(cc12)CCC3)OCc1cc(=O)n2c(n1)sc1ccccc12,?,-18.5%,9.9%,?,-18.7%,-16.2%,-20.2%,5.6%
O=C(NCc1ccncc1)C(=O)N/N=C/c1cccnc1,7.2%,16.5%[10 µM],·,7.3%,10.3%[9.22 µM],-9.0%,-3.3%,0.6%
CCN(C1CCS(=O)(=O)C1)S(=O)(=O)c1cccs1 (stereo not given),8.9%,7.6%[0.074 µM],7.9%,6.9%,13.3%,1.6%,-6.1%,?
Cn1c(C(=O)NC2CCCC2)cc2c(=O)n(C)c3ccccc3c21,?,-27.5%,-8.6%,?,13.7%,-9.2%,1.6%,6.3%
COc1ccc(C(=O)NCCCc2nc3ccccc3n2Cc2ccccc2C)cc1OC,17.6%,·,2.0%,-4.0%,9.5%,-18.5%,-14.4%,9.0%
Cc1ccc2c(ccc[n+]2CC(=O)c2ccccc2)c1,-7.7%,9.6%[10 µM],-11.4%[1.84 µM],?,8.2%,-7.5%,-3.7%,1.6%
O=C(NCC1CCCC(CNC(=O)N2CCc3ccccc32)C1)N1CCc2ccccc21 (stereo not given),9.4%,-8.9%,-1.3%,4.2%,-8.2%,?,-26.8%,7.7%
CCCCCCc1cc2cc(S(=O)(=O)c3ccc(Cl)cc3)c(=O)oc2cc1O,·,·,-75.5%[inhibitor],?,?,-9.5%,-29.3%,-2.0%
COc1ccc(CCC(=O)NCc2cnn(C)c2)cc1,-3.9%,2.6%[0.074 µM],-1.6%,2.2%,-14.0%,-4.8%,-8.8%,2.5%
CC(=O)n1nc2nc(C)cc(C)c2c1N,5.9%,1.7%,6.5%,1.1%,2.5%,-6.6%,-0.6%,4.4%
Brc1cc2[nH]cnc2c2ccccc12,14.1µM*,-13.1%,-49.9%[inhibitor],-8.9%,?,?,?,-4.0%
COc1ccc2nc(/N=C\N(C)C)sc2c1,-7.9%,-49.6%[inhibitor],38.6%,-12.1%,-18.5%,-12.2%,2.6%,2.5%
COC(=O)Nc1ccc(S(=O)(=O)N2CCCc3ccccc32)cc1,-7.5%,-43.2%[10 µM],-2.6%,0.7%,-9.3%,-6.5%,?,?
Cc1ccc(C)c(OCC(=O)Nn2c(C)nc3ccccc3c2=O)c1,-6.2%,-24.5%,2.3%,-1.9%,15.9%,-3.7%,-8.2%,-6.4%
CCCCCSc1nnc(-c2ccccc2NC(C)=O)c(=O)[nH]1,9.3%,2.82µM*,·,8.3%,7.1%,-11.1%,-11.7%,2.1%
CCCOc1ccc(CSCCNC(=S)Nc2ccccc2)cc1,?,3.6%[10 µM],-85.3%[inhibitor],6.5%,-25.0%,-11.9%,?,?
OCC1(Cc2ccc(Cl)cc2)CCN(Cc2ccc3nsnc3c2)CC1,-4.1%,-17.8%[10 µM],·,-29.6%,-0.3%[9.22 µM],-16.3%,-29.3%,-11.1%
N#CCN1CCN(CC(=O)Nc2ccc(OCc3ccccc3)cc2)CC1,?,15.2%[10 µM],20.8%,3.2%,-24.2%,-14.3%,-18.1%,-6.3%
Cc1cc(C(=O)CN2C(=O)NC3(CCCC3)C2=O)c(C)n1-c1ccc2c(c1)OCO2,-11.7%,6.6%[10 µM],21.9%,-8.1%,?,-14.9%,-11.0%,-3.4%
CCOC(=O)C1=C(C)NC(=O)NC1c1ccccc1Cl (stereo not given),11.4%,14.6%,27.4%,-3.6%,3.1%,0.2%,7.2%,2.0%
O=C(NCCc1ccccc1)C1CCN(C(=O)NCc2ccccc2)CC1,-1.8%,-13.9%[10 µM],5.6%,3.1%,4.0%,6.5%,8.6%,-3.8%
CCOC(=O)c1c(NC(=O)CN2C(=O)NC3(CCCCCC3)C2=O)sc(C)c1-c1ccc(C)cc1,2.7%,·,-10.9%,4.3%,-7.3%,-10.5%,-10.0%,2.0%
C/C(=N\NC(=O)Cn1ccc(C(F)(F)F)n1)c1ccc2c(c1)OCO2,2.7%,?,-7.1%,1.4%,-1.3%,-4.2%,-0.1%,8.3%
CCOc1c(Br)cc(/C=C2/SC(=O)N(CC(=O)N3CCCC3)C2=O)cc1OC,1.6%,17.4%[10 µM],1.5%,-0.5%,4.9%,-6.1%,-5.2%,-4.2%
CCn1c(SCC(=O)Nc2ccccc2C)nnc1-c1ccccc1O,12.0%,17.5%[10 µM],-10.4%,4.9%,-23.7%,-9.9%,-1.9%,-1.2%

# Further results
SMILES,ALDH1A1 inh,HTT cytoprotect,SMN2 splice enh,JMJD2E inh,HTT aggregate,Tau fibril ThT,Tau fluor counter,Tau fibril FP
Cc1ccc(S(=O)(=O)N(CC(=O)Nc2ccccc2C(=O)O)c2cccc(Cl)c2C)cc1,?,·,-5.5%,-7.4%,?,-12.0%,-6.6%,-0.4%
O=c1c2ccccc2nnn1CSc1nc2sc3c(c2c(=O)n1CC1CCCO1)CCC3 (stereo not given),?,-27.6%,-6.3%,-1.1%,?,-4.2%,-23.0%,13.1%
O=C(CSc1ccc(-c2ccccc2)nn1)N1CCCc2ccccc21,-5.8%,-25.4%[10 µM],-8.8%,-5.7%,-6.9%,?,-12.4%,-1.4%
Cc1ccc(S(=O)(=O)NCC(=O)N(CC(=O)NCc2ccco2)Cc2cccs2)cc1,?,-4.2%,0.7%,7.1%,11.7%,4.3%,-0.1%,2.1%
Cc1ccc(S(=O)(=O)N2CCOCC2)cc1C(=O)NNC(=O)c1ccoc1C,?,-17.7%,-37.3%,-18.8%,-2.0%,-12.4%,-12.3%,-0.6%
O=S1(=O)C[C@@H](N2CCOCC2)[C@H](N2CCOCC2)C1,?,-15.1%,-7.6%,4.4%,0.2%,-13.1%,-8.2%,9.3%
O=C(NCc1ccc(Cl)cc1)c1ccc(CNc2c(N3CCOCC3)c(=O)c2=O)cc1,·,9.0%[10 µM],·,-2.7%,10.0%[9.22 µM],·,-0.6%[0.0958 µM],-3.2%[0.0958 µM]
CN(C/C(O)=C(\C#N)c1ccccc1)C1CCCCC1,-9.4%,0.6%,-9.3%,-10.5%,1.5%,-3.7%,-1.0%,5.4%
Cc1nc2sc3c(c2c(=O)o1)CCCC3,0.8%,-7.0%,-7.8%,5.4%,18.7%,-9.6%,-1.7%,-3.9%
CCOC(=O)CSc1nc2ccccc2c(=O)n1CC,-4.3%,-9.8%[0.074 µM],?,3.2%,-21.8%,-3.4%,1.2%,1.0%
CCn1c(C)c(C(C)=O)c(N2CCN(c3ccccc3)CC2)nc1=S,11.2µM*,16.4%,-30.2%[inhibitor],?,-9.0%,22.4µM*,-19.0%,?
Cn1cc([N+](=O)[O-])c(C(=O)N/N=C\c2c[nH]c3ccccc23)n1,?,-13.6%,6.2%,8.1%,28.8%,?,-12.3%,-0.3%
CCOc1ccc(-c2nnn(CC(=O)N3CCCC3)n2)cc1OCC,0.1%,5.5%[1.9 µM],16.8%,4.8%,-5.1%,-4.6%,-4.9%,-6.5%
CC(=O)N1CCCc2cc(S(=O)(=O)NCc3ccc(C)cc3)ccc21,?,15.4%[10 µM],-21.7%,0.6%,?,-6.1%,-3.4%,-13.3%
CCN(CC)C(=O)N1CCN(S(=O)(=O)c2c(C)cc(C)cc2C)CC1,?,-11.9%[10 µM],·,?,-2.4%[9.22 µM],16.4%,13.3%[2.34 µM],-10.1%
O=C(N/N=C/c1ccc(Cl)cc1)c1sccc1OCc1ccc(F)cc1,3.8%,-68.2%[inhibitor][10 µM],?,2.5%,-18.8%,-3.4%,-12.5%,8.4%
O=C(NCCCN1CCOCC1)c1ccc(Sc2ccccc2Cl)c([N+](=O)[O-])c1,-3.0%,-5.8%[10 µM],-10.3%,3.9%,-19.9%,-5.8%,-23.6%,12.8%
O=C(Nc1nncs1)c1ccc(S(=O)(=O)c2ccccc2)cc1,2.0%,-8.1%[10 µM],8.9%,4.4%,2.0%,6.3%,5.9%,0.0%
CC(C)COC(=O)n1c(=O)oc2ccc(S(=O)(=O)N3CCCCC3)cc21,·,-10.6%[10 µM],·,-1.6%,-13.5%[9.22 µM],·,-8.9%,6.0%
CCOCCCNC(=O)C(NC(=O)Cc1cccs1)c1ccc(C)cc1 (stereo not given),4.8%,-39.2%,-8.9%,-1.4%,-2.6%,1.8%,-3.1%,-8.8%
NS(=O)(=O)c1ccc(NC(=O)COC(=O)COc2ccc(Cl)cc2)cc1,7.3%,-4.2%,11.5%,-5.9%,-3.8%,-14.8%,-22.6%,-10.3%
COc1ccc(COC(=O)c2n[nH]c3ccccc23)cc1F,13.0%,11.3%[10 µM],?,-11.4%,-12.0%,-6.4%,-28.1%,-18.8%
CCCn1c(N)c(C(=O)NS(=O)(=O)c2ccc(C)cc2)c(=O)n(C)c1=O,0.9%,7.9%[10 µM],-45.0%[inhibitor],17.7%,?,-3.2%,-10.5%,0.0%
COC(=O)C1=C(C)NC(=O)CC1c1ccccc1OC (stereo not given),-0.1%,-7.6%[10 µM],·,11.2%,-0.8%[9.22 µM],0.1%,5.1%,2.7%
CCC(C)Sc1nc2c(c(=O)[nH]c(=O)n2C)n1Cc1ccc(Cl)cc1 (stereo not given),8.91µM*,13.0%[10 µM],8.8%,6.8%,10.7%,-9.5%,-5.0%,-3.6%
CC(C)[C@H](NC(=O)c1cccc(S(=O)(=O)N2CCOCC2)c1)C(=O)Nc1nccs1,?,·,1.6%,?,-4.9%,-0.4%,0.1%,3.5%
CCCCNC(=O)CCCCCn1c(=O)[nH]c2cc(OC)c(OC)cc2c1=O,?,-37.8%,10.0%,?,-27.9%,4.2%,-5.1%,-3.8%

# Source: PubChem BioAssay
